High-throughput results from PubChem BioAssay.
TCR activator: activates T cell receptor signaling | Potency, µM (highest dose often 9.22 µM), for inactives: top-dose activation of IL-2 secretion, hits mostly activators | 330,000 tested, under 10 active | primary human leukocytes, anti-CD3, IL-2 HTRF, 48 h | AID 504894; further: % of control where 0% means no effect
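HTRF read-out of IL-2 secretion: europium cryptate donor excited at 320nm, d2 acceptor emission at 665nm. Cells were primary human leukocytes incubated 48 hr with compounds and a-CD3 beads, supplying TCR signal only.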
hERG WT inh: KCNH2 (human, wildtype) channel inhibition; 0.37% of 340,000 active; U2OS, BacMam KCNH2, thallium flux FluxOr; stronger effect = lower value; Q12809; activity change, % at 1.84 µM;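 active means maximum activity change below -70%; inconclusive means maximum activity change between -70% and -50%; inactive means maximum activity change above -50%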; further: on the % scale 0 is the no-effect control and ±100 the full control effect
Target sequence (Q12809 whole entry, looked up): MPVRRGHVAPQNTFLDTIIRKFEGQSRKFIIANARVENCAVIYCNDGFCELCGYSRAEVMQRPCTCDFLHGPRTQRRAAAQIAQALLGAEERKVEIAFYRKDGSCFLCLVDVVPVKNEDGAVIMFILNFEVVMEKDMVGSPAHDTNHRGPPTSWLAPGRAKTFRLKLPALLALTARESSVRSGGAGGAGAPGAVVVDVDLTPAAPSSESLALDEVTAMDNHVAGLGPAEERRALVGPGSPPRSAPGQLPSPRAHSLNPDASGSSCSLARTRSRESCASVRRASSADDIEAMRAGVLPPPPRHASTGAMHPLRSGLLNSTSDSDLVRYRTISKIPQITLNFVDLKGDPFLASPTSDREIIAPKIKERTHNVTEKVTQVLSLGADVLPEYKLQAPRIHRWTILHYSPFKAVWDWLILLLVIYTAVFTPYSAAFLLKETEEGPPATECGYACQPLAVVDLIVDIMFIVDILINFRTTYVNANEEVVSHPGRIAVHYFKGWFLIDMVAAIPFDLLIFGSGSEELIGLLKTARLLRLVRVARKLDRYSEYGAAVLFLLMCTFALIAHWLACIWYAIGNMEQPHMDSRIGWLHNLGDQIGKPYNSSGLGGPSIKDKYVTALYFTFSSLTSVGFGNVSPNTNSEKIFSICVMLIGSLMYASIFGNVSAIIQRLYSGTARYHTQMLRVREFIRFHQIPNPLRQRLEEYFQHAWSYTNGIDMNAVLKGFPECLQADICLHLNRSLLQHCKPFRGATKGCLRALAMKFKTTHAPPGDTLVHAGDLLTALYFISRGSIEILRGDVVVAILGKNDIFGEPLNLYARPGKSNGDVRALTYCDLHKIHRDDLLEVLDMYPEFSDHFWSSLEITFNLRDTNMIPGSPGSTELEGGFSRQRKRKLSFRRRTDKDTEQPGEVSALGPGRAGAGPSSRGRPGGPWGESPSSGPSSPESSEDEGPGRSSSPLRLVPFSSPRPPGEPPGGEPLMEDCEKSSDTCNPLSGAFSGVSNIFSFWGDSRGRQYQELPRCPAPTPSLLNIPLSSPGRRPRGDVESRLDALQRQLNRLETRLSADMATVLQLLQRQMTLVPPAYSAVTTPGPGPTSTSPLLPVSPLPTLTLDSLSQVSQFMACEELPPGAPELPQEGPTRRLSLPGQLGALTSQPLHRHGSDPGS
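U2OS cells were transduced with wild-type KCNH2 virus (2.03 x 10^8 / mL) for 4 h at room temperature, then cultured overnight at 37 C. Thallium flux was read with FluxOr dye. Rate constants were normalized to DMSO controls.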
Tb PFK inh: T. brucei PFK enzyme inhibition; AID 485367; Potency, µM (top dose mostly 57.5 µM), inactives show at the highest dose activity, negative = inhibition, hits mostly inhibitors; 0.17% of 330,000 active; T. brucei PFK, ADP-Glo luminescence;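 further: potency means the concentration at half of the fitted maximal effect; 0% = uninhibited 1x PFK enzyme wells and -100% = no-enzyme wells; nearly all actives have a fitted effect of over 60% in size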
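Compounds were pin-transferred as a titration series up to 57 uM into substrate buffer (0.5 mM F6P, 0.1 mM ATP, pH 8.0), then 1.25 nM PFK was added and reactions ran 45 min before ADP-Glo detection.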
Coupling enz: counter-screen for Giardia aldolase inhibitors: coupling enzyme system. activity change, negative = inhibition, % at 58.2 µM, hits read low. AID 2472. 0.67% of 290,000 active. coupling enzyme system counterscreen, AmpLite Red fluorescence; in the data active means activity change below about -30%; further: on the % scale 0 is the no-effect control and ±100 the full control effect
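Activity here indicates interference with the coupling reaction, not aldolase inhibition. Compounds at 57.5 uM final met coupling enzymes for 10 min at RT; substrate and AmpLite Red detection followed, with a 525/598 nm fluorescence read after 20 min.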
AT treatment: potential ataxia-telangiectasia treatments restoring KAP-1 phosphorylation; […] A-T fibroblasts, KAP-1 phosphorylation AlphaLISA; neocarzinostatin DNA damage 30 min before lysis; Potency, µM (series often up to 57.5 µM), inactives show at the highest dose activation, actives largely listed as activators; 0.19% of 320,000 active; further: potency means the concentration at half of the fitted maximal effect; % of control where 0% means no effect; nearly all actives have a fitted effect of over 45% in size
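ATM-like activity read as KAP-1 phosphorylation via AlphaLISA donor/acceptor antibody pairs after lysis and 6 hr at 25C. Cells were ATM-null patient fibroblasts ([…], hTERT), dosed 60 min, then exposed to the DSB inducer NCS for 30 min.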
Giardia kill: Giardia lamblia killing | Giardia lamblia trophozoite viability | activity change, % at 7.66 µM, hits read low | 0.15% of 340,000 active | AID 540267; in the data active means activity change below about -80%; inconclusive means between about -30% and that limit;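 further: parasites exposed to compound for two days anaerobically before the ATP read; on the % scale 0 is the no-effect control and ±100 the full control effect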
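Giardia trophozoites, 100 cells per well, were exposed to compounds for 48 hrs at 37 deg C under anaerobic conditions; viability was then read as ATP content by bioluminescence after 15-30 min at room temperature.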
BCR signal inh: blocks chronic active B-cell receptor signaling; ABC-DLBCL IkBa-CBG/CBR reporter, luminescence ratio, 4 h; Potency, µM (doses to about 46.1 µM), without a hit: top-dose ratio change, negative = lower green/red ratio, most hits filed as inhibitors; 0.05% of 340,000 active; active means well fitted inhibition curve with a large enough effect in the signal ratio, with a control signal flat, not every such curve was filed as active; inconclusive means small, poorly fitted or top-dose-only effect, or effect the other way, or a change in a side signal; the % refers to the signal ratio;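 further: potency means the concentration at half of the fitted maximal effect; plate controls were basal doxycycline-induced cells for no effect and cells given 10 µM MG132 for full effect; MG132 reads +100%, hits lower the ratio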
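Cell line TMD8 (human ABC DLBCL), stably expressing tet-inducible CBG68-IkBa fusion and CBR; IMDM/0.5% FBS; cpd up to 46 uM; dox induction, 4 h, 37C/5% CO2; dual luminescence; green/red ratio; MG132 control.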
TSHR antagonist: blocks TSH signaling through the human TSH receptor; TSHR-expressing cells, TSH-stimulated cAMP HTRF, 2 h; stronger effect = lower value; activity change, negative = inhibition, % at 11.5 µM; 0.2% of 330,000 active; AID 504810;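 active means activity change below a set negative limit, meaning inhibition stronger than a set level, cut at about -70% in these data; inconclusive means activity change between two set negative limits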; further: on the % scale 0 is the no-effect control and ±100 the full control effect
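TSHR-expressing cells, 200/well, pre-treated with compound, then stimulated with EC80 TSH (4nM final) for 2 hours at 37 deg C. cAMP measured by competitive HTRF: anti-cAMP cryptate antibody in lysis buffer plus cAMP-d2, read after 30 minutes at room temperature.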
GALK inh: inhibitors of human galactokinase; Potency, µM (doses to about 57.5 µM), for inactives: at the highest dose activity change, negative = inhibition, usual class: inhibitors; P51570; AID 1868; 0.007% of 270,000 active; Purified GALK, Kinase-Glo residual ATP luminescence; further: potency means the concentration at half of the fitted maximal effect; on the % scale 0 is the no-effect control and ±100 the full control effect
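The enzyme phosphorylates galactose (100 uM) using ATP (35 uM); inhibition is detected as higher residual ATP, quantified by bioluminescence after 1 h reaction at room temperature, pH 8.0.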
MLL CXXC-DNA inh: blocks binding of human MLL CXXC domain to DNA; MLL-CXXC / FITC-HOXA9 DNA fluorescence polarization; Q03164; AID 2662; 0.037% of 290,000 active; Potency, µM (highest dose often 115 µM), inactives show top-dose activity change, negative = inhibition, actives largely listed as inhibitors; active means well fitted inhibition curve with a large enough effect in the polarisation, with a control signal flat, not every such curve was filed as active; inconclusive means small, poorly fitted or top-dose-only effect, or effect the other way, or a change in a side signal; inactive means no such curve, though single readings can be large or run the other way; the % refers to the polarisation; further: potency means the concentration at half of the fitted maximal effect
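Purified MLL-CXXC (added from a 7 uM solution) was preincubated 5 min at ambient with pinned compounds in 50 mM Tris-HCl pH 7.5, 50 mM NaCl, 1 mM DTT, 0.05% BSA. Fluorescein-labeled HOX-A9 DNA (50 nM solution) followed, 30 min, then polarization read.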
* hit, by the source's call; [ ] = another dose, or the depositor's remark. Unless noted, the call rests on the fitted dose curve; in most records, active means well fitted curve in the direction sought with a large enough effect; inconclusive means small, poorly fitted or top-dose-only effect, or another doubt; inactive means no such curve, though single readings can be large; an effect the other way counts as inactive or inconclusive.

What do the screens show for `CCOC(=O)c1ccc(Nc2nnc(C(C)(C)C)c(=O)[nH]2)cc1`?
TCR activator: -2%; hERG WT inh: -7; Tb PFK inh: -16%; Coupling enz: 4; AT treatment: 5%; Giardia kill: -5; BCR signal inh: inconclusive; TSHR antagonist: -7; GALK inh: 3%; MLL CXXC-DNA inh: -17%

How did O=C(Nc1ccccc1)Nc1ccccc1C(=O)NCCCN1CCOCC1 do in these assays?
TCR activator: -10%; hERG WT inh: -11; Tb PFK inh: 0%; Coupling enz: 2; AT treatment: 5%; Giardia kill: 0; BCR signal inh: inconclusive; TSHR antagonist: 5; MLL CXXC-DNA inh: -2%

What do the screens show for `Cc1cccc(CCNC(=O)CCc2nnc(CCc3ccccc3)o2)n1`?
TCR activator: 9%; hERG WT inh: -6; Tb PFK inh: -1%; Coupling enz: 0; AT treatment: 10%[11.5 µM]; Giardia kill: -11; BCR signal inh: inconclusive; TSHR antagonist: -3; GALK inh: 9%; MLL CXXC-DNA inh: 9%

How did O=C(NCc1cccs1)c1ccc(S(=O)(=O)N2CCCCC2)cc1 do in these assays?
TCR activator: -1%; hERG WT inh: 2; Tb PFK inh: -5%; Coupling enz: -4; AT treatment: -4%; Giardia kill: 5; BCR signal inh: 2%; TSHR antagonist: 13; GALK inh: 2%; MLL CXXC-DNA inh: 8%

What do the screens show for `CCCCCC1CCC(C(=O)NNC(=S)NCC)CC1` (configuration not stated)?
TCR activator: 6%; hERG WT inh: 5; Tb PFK inh: -3%; Coupling enz: 1; AT treatment: 0%; Giardia kill: -15; BCR signal inh: inconclusive; TSHR antagonist: -1; MLL CXXC-DNA inh: -22%

How did Cn1c(Oc2ccc(Cl)cc2)c(C=O)c2ccccc21 do in these assays?
TCR activator: -2%; hERG WT inh: 3; Tb PFK inh: 0%; Coupling enz: 0; AT treatment: 24%; Giardia kill: 15; BCR signal inh: inconclusive; TSHR antagonist: -9; GALK inh: 0%; MLL CXXC-DNA inh: -9%

What do the screens show for `Cc1nc(CSc2ccc(Cl)cc2)cc(NCc2ccccc2)n1`?
TCR activator: -2%; hERG WT inh: 2; Tb PFK inh: 1%; Coupling enz: 1; AT treatment: 0%; Giardia kill: -4; BCR signal inh: 5%; TSHR antagonist: -13; GALK inh: -1%; MLL CXXC-DNA inh: 0%

What do the screens show for `CCCc1nnc(NC(=O)C2CC(=O)N(C3CCCC3)C2)s1` (configuration not stated)?
TCR activator: -6%; hERG WT inh: 2; Tb PFK inh: -3%; Coupling enz: 1; AT treatment: -6%; Giardia kill: -7; BCR signal inh: -6%; TSHR antagonist: 7; GALK inh: 1%; MLL CXXC-DNA inh: 5%

What do the screens show for `CN1CCCC1CCNS(=O)(=O)c1ccc(Br)cc1` (configuration not stated)?
TCR activator: -3%[46.1 µM]; hERG WT inh: 3; Tb PFK inh: -1%; Coupling enz: 1; AT treatment: 5%; Giardia kill: -1; BCR signal inh: 6%; TSHR antagonist: -9; GALK inh: -1%; MLL CXXC-DNA inh: 0%

How did O=C(C1CC(c2ccc(F)cc2)=NO1)N1CCN(c2ccccc2)CC1 (configuration not stated) do in these assays?
TCR activator: 1%; hERG WT inh: -5; Tb PFK inh: 0%; Coupling enz: 2; AT treatment: -3%; Giardia kill: -16; BCR signal inh: 5%; TSHR antagonist: 0; GALK inh: 3%; MLL CXXC-DNA inh: -12%

How did CCOC(=O)c1c(C)[nH]c(C(=O)C(C)OC(=O)c2ccc(NC(=O)CC#N)cc2)c1C (configuration not stated) do in these assays?
TCR activator: 2%; hERG WT inh: -2; Tb PFK inh: -4%; AT treatment: 2%; Giardia kill: 5; BCR signal inh: 9%; TSHR antagonist: 8

What do the screens show for `O=C(CCC(=O)N1CCN(c2ccccc2F)CC1)N1CCN(c2ccc(F)cc2)CC1`?
TCR activator: 8%; hERG WT inh: 1; Tb PFK inh: 0%; Coupling enz: 2; AT treatment: 4%; Giardia kill: 2; BCR signal inh: -5%; TSHR antagonist: -11; GALK inh: 0%; MLL CXXC-DNA inh: 5%

How did CCCc1nnc(NC(=O)C(CC)OC(=O)c2cc(C)nc3ccccc23)s1 (configuration not stated) do in these assays?
TCR activator: 6%; hERG WT inh: 2; Tb PFK inh: -7%; Coupling enz: -1; AT treatment: -1%; Giardia kill: 7; BCR signal inh: inconclusive; TSHR antagonist: 20; GALK inh: 2%; MLL CXXC-DNA inh: 5%

What do the screens show for `O=S(=O)(NC1CCCCCCC1)c1cccs1`?
TCR activator: 1%; hERG WT inh: 5; Tb PFK inh: -4%; Coupling enz: -4; AT treatment: 0%; Giardia kill: -1; BCR signal inh: 3%; TSHR antagonist: 5; GALK inh: 2%; MLL CXXC-DNA inh: 2%

Results for CC(=O)c1cccc(NC(=S)NCCC2=CCCCC2)c1 ?
TCR activator: -5%[46.1 µM]; hERG WT inh: -1; Tb PFK inh: 0%; Coupling enz: -1; AT treatment: -1%; Giardia kill: 2; BCR signal inh: 8%; TSHR antagonist: -26; GALK inh: -3%; MLL CXXC-DNA inh: -5%

What do the screens show for `Cc1ncoc1C(=O)Nc1ccc2c(c1)OCCO2`?
TCR activator: 0%; hERG WT inh: 0; Tb PFK inh: -20%; Coupling enz: 1; AT treatment: -3%; Giardia kill: 10; BCR signal inh: -3%; TSHR antagonist: -2; GALK inh: 7%; MLL CXXC-DNA inh: 63%[activator]

What do the screens show for `Cc1sc(N2C(=O)C3C4C=CC(C4)C3C2=O)c(C#N)c1C` (configuration not stated)?
TCR activator: 1%[46.1 µM]; hERG WT inh: 8; Tb PFK inh: 0%; Coupling enz: 1; AT treatment: -8%; Giardia kill: -6; BCR signal inh: 2%; TSHR antagonist: 18; GALK inh: 1%; MLL CXXC-DNA inh: 14%

Results for COc1cc(C=C(c2nc3ccccc3s2)c2nc3ccccc3s2)cc(OC)c1O ?
TCR activator: -3%[46.1 µM]; hERG WT inh: -9; Tb PFK inh: 5%; Coupling enz: -14; AT treatment: -9%; Giardia kill: 13; BCR signal inh: inconclusive; TSHR antagonist: -5; GALK inh: 0%; MLL CXXC-DNA inh: 32%[activator]

How did Cc1ccc(Cl)cc1NC(=O)Cn1cccc1 do in these assays?
hERG WT inh: -2; Tb PFK inh: -2%; Coupling enz: 3; AT treatment: 3%; Giardia kill: -7; BCR signal inh: -1%; TSHR antagonist: -6; GALK inh: 0%; MLL CXXC-DNA inh: -2%

How did CN(C)CC(=O)c1c[nH]c2ccccc12 do in these assays?
TCR activator: -20%; hERG WT inh: -2; Tb PFK inh: -1%; Coupling enz: -1; AT treatment: -1%; Giardia kill: -16; BCR signal inh: inconclusive; TSHR antagonist: 3; GALK inh: -3%; MLL CXXC-DNA inh: 9%

Results for CC(=O)NCCn1c(SCC(=O)NCCc2ccc(S(N)(=O)=O)cc2)nc2ccccc2c1=O ?
TCR activator: 1%; hERG WT inh: 0; Tb PFK inh: 2%; Coupling enz: 0; AT treatment: 1%; Giardia kill: -10; BCR signal inh: 0%; TSHR antagonist: -5; GALK inh: -2%; MLL CXXC-DNA inh: 1%

Results for Cc1ccc(N2C(=O)CCC(C(=O)O)C2c2cccs2)cc1 (configuration not stated) ?
TCR activator: 0%; hERG WT inh: 3; Tb PFK inh: 1%; Coupling enz: 2; AT treatment: -7%; Giardia kill: 22; BCR signal inh: 4%; TSHR antagonist: 18; GALK inh: 1%; MLL CXXC-DNA inh: 35%

What do the screens show for `COc1ccc(-c2nc(CNS(=O)(=O)c3ccc(OC)c(OC)c3)cs2)cc1`?
TCR activator: -2%; hERG WT inh: 4; Tb PFK inh: -2%; Coupling enz: 0; AT treatment: 8%; Giardia kill: 4; BCR signal inh: 1%; TSHR antagonist: 3; GALK inh: 0%; MLL CXXC-DNA inh: 11%

Results for CCc1nn(CCCC(=O)Nc2ccc(C)cc2C)c(=O)c2cc3occc3n12 ?
TCR activator: 3%; hERG WT inh: -10; Tb PFK inh: 0%; Coupling enz: -2; AT treatment: 16%; Giardia kill: 16; BCR signal inh: 5%; TSHR antagonist: 3; GALK inh: -1%; MLL CXXC-DNA inh: 6%

What do the screens show for `O=C(C1CCCN1S(=O)(=O)c1cccc2nsnc12)N1CCCCC1` (configuration not stated)?
TCR activator: -20%; hERG WT inh: 1; Tb PFK inh: 2%; Coupling enz: 0; AT treatment: 6%; Giardia kill: -13; BCR signal inh: -4%; TSHR antagonist: -1; MLL CXXC-DNA inh: 1%

No enrichment for hits; 1.6% or so of the library scored in one or more.
